Compound activity as filed in PubChem BioAssay.
MsrA inh = bovine MsrA enzyme inhibitors, primary screen, biochemical, absorbance, HTS; Methionine sulfoxide reductase A (Bos taurus); purified bovine MsrA, absorbance read-out; inhibition, % at 15.5 µM; 360,000 compounds, 0.75% hits; AID 651718, 2012; in the data active = inhibition above about 4.5%;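 note: 0% = vehicle wells with enzyme and 100% = reference inhibitor wells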
TbMetRS inhib = T. brucei MetRS inhibitors, primary screen, biochemical, luminescence; inhibition, % at 11.9 µM; 360,000 compounds, 0.4% hits; purified T. brucei MetRS, ATP depletion, Kinase-Glo luminescence; methionyl-tRNA synthetase (Trypanosoma brucei brucei);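 active = inhibition above a per-plate cutoff of the control wells' mean inhibition plus 3 SD, cut at about 5.5% in these data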;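 note: 0% = DMSO wells median and 100% = median of wells with control inhibitor compound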
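Dosing: 11.9 µM compound single dose, 0.9% DMSO; Assay system: purified T. brucei MetRS enzyme; Measured by: Kinase-Glo luciferase luminescence reporting remaining unconsumed ATP; Schedule: 15 min plus 2 h at 25 °C.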
MsrA act = bovine MsrA enzyme activators, primary screen, biochemical, absorbance, HTS; Methionine sulfoxide reductase A (Bos taurus); purified bovine MsrA, absorbance read-out; activation, % at 10.6 µM; 360,000 compounds, 0.3% hits; AID 602163, 2012; in the data active = activation above about 7.5%;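 note: 0% = vehicle and 100% = reference activator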
Rin1-Abl PPI inh = inhibitors of Rin1-Abl protein binding, primary screen, biochemical, TR-FRET | inhibition, % at 7.35 µM | 360,000 compounds, 0.4% hits | AID 588664, 2011; in the data active = inhibition above about 5%, passing the limit was not always enough
Target sequence (P00519 whole entry, looked up): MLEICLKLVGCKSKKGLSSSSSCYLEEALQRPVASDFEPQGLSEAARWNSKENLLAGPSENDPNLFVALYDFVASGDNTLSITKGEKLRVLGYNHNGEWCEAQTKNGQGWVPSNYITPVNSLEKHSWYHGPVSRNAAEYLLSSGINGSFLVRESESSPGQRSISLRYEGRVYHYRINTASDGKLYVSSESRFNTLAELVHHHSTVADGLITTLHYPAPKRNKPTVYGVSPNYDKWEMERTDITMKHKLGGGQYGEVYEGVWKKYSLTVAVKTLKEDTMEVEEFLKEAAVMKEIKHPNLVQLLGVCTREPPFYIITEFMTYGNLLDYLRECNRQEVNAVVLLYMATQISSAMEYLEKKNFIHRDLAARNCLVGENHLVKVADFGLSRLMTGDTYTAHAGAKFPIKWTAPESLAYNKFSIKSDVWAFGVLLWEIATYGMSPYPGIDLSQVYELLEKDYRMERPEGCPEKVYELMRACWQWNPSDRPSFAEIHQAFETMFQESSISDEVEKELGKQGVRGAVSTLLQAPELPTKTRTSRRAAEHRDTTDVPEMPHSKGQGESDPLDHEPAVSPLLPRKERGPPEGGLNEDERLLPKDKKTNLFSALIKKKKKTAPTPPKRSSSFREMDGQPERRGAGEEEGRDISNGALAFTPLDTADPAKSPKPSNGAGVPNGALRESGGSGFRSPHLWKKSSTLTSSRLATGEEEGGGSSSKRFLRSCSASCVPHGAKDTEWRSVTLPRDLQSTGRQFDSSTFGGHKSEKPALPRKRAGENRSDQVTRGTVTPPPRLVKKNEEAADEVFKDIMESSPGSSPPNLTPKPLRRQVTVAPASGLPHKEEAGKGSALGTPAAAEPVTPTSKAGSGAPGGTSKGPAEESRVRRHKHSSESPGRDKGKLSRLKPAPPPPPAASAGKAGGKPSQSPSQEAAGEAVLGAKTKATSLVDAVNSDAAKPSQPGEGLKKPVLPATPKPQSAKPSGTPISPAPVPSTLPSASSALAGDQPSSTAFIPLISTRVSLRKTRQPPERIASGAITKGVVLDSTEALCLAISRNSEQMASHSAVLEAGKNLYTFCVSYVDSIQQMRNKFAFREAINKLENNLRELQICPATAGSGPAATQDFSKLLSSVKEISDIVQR
Target sequence (Q13671 whole entry, looked up): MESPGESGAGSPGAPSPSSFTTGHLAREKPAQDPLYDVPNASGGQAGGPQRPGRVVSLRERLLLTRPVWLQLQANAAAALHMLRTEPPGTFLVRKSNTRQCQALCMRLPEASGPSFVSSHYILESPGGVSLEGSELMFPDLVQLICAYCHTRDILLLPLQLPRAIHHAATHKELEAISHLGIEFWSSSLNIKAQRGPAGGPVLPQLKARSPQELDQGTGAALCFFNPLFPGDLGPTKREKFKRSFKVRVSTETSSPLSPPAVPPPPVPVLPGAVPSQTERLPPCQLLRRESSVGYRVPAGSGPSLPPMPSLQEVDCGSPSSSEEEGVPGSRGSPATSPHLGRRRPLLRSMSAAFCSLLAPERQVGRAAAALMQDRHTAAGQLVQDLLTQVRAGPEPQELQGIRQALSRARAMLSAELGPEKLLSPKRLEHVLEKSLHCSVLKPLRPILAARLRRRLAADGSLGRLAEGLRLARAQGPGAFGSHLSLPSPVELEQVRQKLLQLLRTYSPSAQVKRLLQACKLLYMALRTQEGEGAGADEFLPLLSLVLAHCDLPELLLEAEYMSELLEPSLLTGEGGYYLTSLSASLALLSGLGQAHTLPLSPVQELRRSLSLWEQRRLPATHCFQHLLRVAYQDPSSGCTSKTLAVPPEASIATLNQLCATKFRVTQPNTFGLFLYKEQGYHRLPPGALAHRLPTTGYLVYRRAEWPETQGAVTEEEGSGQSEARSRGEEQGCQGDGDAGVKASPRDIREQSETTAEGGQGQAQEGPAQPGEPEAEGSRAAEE
MLLE-PAM2 inh = inhibitors of PABP1 MLLE–PAM2 peptide binding, primary screen, biochemical, fluorescence polarization, FITC-PAM2, GST-MLLE. inhibition, % at 20 µM. 360,000 compounds, 0.36% hits. AID 588489, 2011; in the data active = inhibition above about 35%, passing the limit was not always enough;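 note: plate controls were DMSO wells with GST-MLLE for no effect and wells lacking GST-MLLE protein for full effect; some results filed as inactive read as strong as hits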
CSN inh = inhibitors of CSN-mediated cullin deneddylation, primary screen, biochemical, fluorescence polarization, uHTS; Purified CSN, SCF-Nedd8-OG deneddylation; inhibition, % at 12.5 µM; 360,000 compounds, 0.38% hits;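 active = pattern-corrected inhibition above about 35%, with an unprinted fluorescence ratio check between 0.5 and 1.5, limit read from the data, passing the limit was not always enough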;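 note: 0% = enzyme with substrate and 100% = substrate without enzyme; some results filed as inactive read as strong as hits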
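Test system: Human Csn5 produced in HEK293T cells | Compound: 12.5 µM single point | Times: 90 min, room temperature | Signal: Fluorescence polarization readout | Read-out basis: % inhibition of substrate cleavage by Csn5 | Controls: no-enzyme wells high, enzyme-with-substrate wells low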
Neddylation inh = inhibitors of cullin neddylation, primary screen, biochemical, TR-FRET, uHTS, NAE and Ubc12; AID 651699, 2012; 360,000 compounds, 0.58% hits; calls only at 25 µM; in the data active = inhibition above about 36%
E coli Lon inh = inhibitors of E. coli Lon protease, primary screen, biochemical, fluorescence polarization; P0A9M0; purified E. coli Lon protease; inhibition, % at 7.94 µM; 360,000 compounds, 0.42% hits; in the data active = inhibition above about 13%, passing the limit was not always enough;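 note: 0% = enzyme with probe and DMSO and 100% = no enzyme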
FAS TE block = FAS thioesterase domain inhibitors, primary screen, biochemical, fluorescence intensity, uHTS | Fatty acid synthase (Homo sapiens), P49327 | recombinant FAS-TE, OMFH fluorogenic substrate, fluorescence endpoint | inhibition, % at 15 µM | 360,000 compounds, 0.67% hits;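 active = compounds whose normalised, plate-corrected inhibition of enzyme fluorescence in the single-dose primary screen is 50% or more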;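 note: 0% = DMSO with enzyme and 100% = substrate without enzyme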
The depositor's hits bear a star; i = inactive; . = not tested or not shown. Rows are unselected; any-hit rate near 4%.

SMILES | MsrA inh | TbMetRS inhib | MsrA act | Rin1-Abl PPI inh | MLLE-PAM2 inh | CSN inh | Neddylation inh | E coli Lon inh | FAS TE block
O=C(CC1(O)C(=O)N(CCc2ccccc2)c2ccccc21)c1ccccn1 (stereo not drawn) | -0.6 | -0.2 | -0.8 | -0.3 | 14.1 | 6.2 | i | 7.5 | -2.9
CC1(C)CC(=O)C=C(Nc2ccc(S(N)(=O)=O)cc2)C1 | 4.9* | 0.1 | -6.9 | 1.1 | 2.9 | -2.9 | i | 5.9 | -6.1
O=S1(=O)CC(N2CCC(c3ccccc3)CC2)CN1C1CCCCC1 (stereo not drawn) | -0.9 | 0.2 | -2.6 | 3.2 | -1.1 | 2.5 | i | -2.6 | -7.6
CC1CCCN(C(=O)CN2CCC(c3nc4ccc(Cl)cc4[nH]3)CC2)C1 (stereo not drawn) | -0.3 | 4.1 | -2.6 | -1.7 | 5.3 | 10.2 | i | -9.0 | -1.8
Cc1n[nH]c(=S)n1/N=C/c1ccc(OCc2ccc(Cl)cc2)cc1 | 0.4 | 0.4 | 0.7 | 1.4 | -28.9 | 1.7 | i | 0.2 | 13.4
CCOC(=O)N1CCN(S(=O)(=O)c2ccc(C(=O)Nc3ccc4c(c3)C(=O)NC4=O)cc2)CC1 | -0.4 | 0.7 | -1.8 | -0.7 | 3.0 | 0.1 | . | 1.8 | -19.1
CN(C)/C=C/C(=O)c1ccc(Cl)cc1Cl | 2.0 | 0.3 | -1.0 | 1.9 | 4.0 | -4.8 | i | -5.5 | -4.9
O=C(NC1CC1)C1=C[C@@H](c2ccc3c(c2)OCO3)C[C@@H](OCCCCO)O1 | -0.6 | -0.3 | -3.4 | -0.3 | 8.5 | 2.5 | i | 15.8 | -9.5
O=C(CSc1nnc(CNc2ccc(F)cc2)n1Cc1ccco1)N1CCCC1 | -0.5 | 0.8 | -1.4 | -3.0 | -61.2 | -0.1 | i | -3.3 | -5.2
CC(=O)N(CN1C(=O)c2ccc([N+](=O)[O-])cc2C1=O)c1cccc(C(=O)O)c1 | -0.4 | -0.2 | -2.9 | -0.6 | 4.3 | 2.1 | i | 5.4 | -0.6
O=C(N/N=C(/c1ccccc1)c1ccncc1)c1ccc2c(c1)OCO2 | 1.1 | 0.2 | -4.6 | 0.1 | -1.1 | -3.2 | i | -5.7 | -6.9
COc1cc(C(=O)Nc2ccc3c(c2)C(=O)c2ccccc2C3=O)cc(OC)c1OC | -0.4 | -0.4 | -1.1 | 0.8 | -15.8 | -2.1 | i | 5.4 | -12.7
Cc1nonc1C(=O)N/N=C/c1ccc(O)c(O)c1 | 3.7 | -0.2 | -3.4 | -0.8 | -10.5 | -1.5 | i | 4.2 | -13.6
COc1ccccc1N(CC(=O)Nc1ccc(S(=O)(=O)N2CCCCC2)cc1)S(C)(=O)=O | -0.6 | 1.4 | -0.7 | -5.4 | -0.2 | -3.1 | i | -3.4 | 8.5
O=C(Nc1cccc(N2CCCC2)c1)c1cccs1 | 1.2 | -1.3 | -7.8 | -0.2 | -43.3 | 22.2 | i | -36.3 | -12.9
COc1ccc(S(=O)(=O)Nc2ccc3c(c2)C(=O)N([C@H](C)CO)C[C@H](C)[C@@H](CN(C)C(=O)NC2CCCCC2)O3)cc1 | -0.7 | -0.3 | -0.8 | 2.3 | 5.5 | 2.2 | i | 3.3 | -0.1
COc1cc(C(=O)Oc2ccccc2)ccc1OCc1c(C)noc1C | 1.4 | -0.5 | -1.8 | 0.8 | 2.4 | 0.1 | i | -5.3 | -6.0
CC(=O)c1ccc(OCCCC(=O)Nc2ccc(Cl)c(S(=O)(=O)N3CCOCC3)c2)cc1 | 0.2 | -0.6 | -7.9 | -1.3 | -6.4 | -3.7 | i | -0.2 | 5.2
CCOc1ccc(NC(=O)C2CCCN(S(=O)(=O)c3c(C)nn(C)c3C)C2)cc1 (stereo not drawn) | 0.6 | -0.5 | -12.9 | 4.0 | 1.3 | -0.7 | i | -2.5 | -1.3
COc1ccc(CNC(C)C23CC4CC(CC(C4)C2)C3)c(OC)c1OC (stereo not drawn) | -1.2 | -1.1 | -6.5 | 3.3 | 4.7 | 0.8 | i | 5.5 | -5.5

Filtered by structure: those above with an NH in an aromatic ring
SMILES | MsrA inh | TbMetRS inhib | MsrA act | Rin1-Abl PPI inh | MLLE-PAM2 inh | CSN inh | Neddylation inh | E coli Lon inh | FAS TE block
CC1CCCN(C(=O)CN2CCC(c3nc4ccc(Cl)cc4[nH]3)CC2)C1 (stereo not drawn) | -0.3 | 4.1 | -2.6 | -1.7 | 5.3 | 10.2 | i | -9.0 | -1.8
Cc1n[nH]c(=S)n1/N=C/c1ccc(OCc2ccc(Cl)cc2)cc1 | 0.4 | 0.4 | 0.7 | 1.4 | -28.9 | 1.7 | i | 0.2 | 13.4

(cont.)
SMILES | MsrA inh | TbMetRS inhib | MsrA act | Rin1-Abl PPI inh | MLLE-PAM2 inh | CSN inh | Neddylation inh | E coli Lon inh | FAS TE block
CCCCCC(=O)Nc1ccc(-c2csc(N)n2)cc1 | 0.4 | 0.5 | -1.3 | 1.6 | 6.3 | -4.5 | i | 9.2 | 2.8
O=C(COC(=O)CCSc1ccc(Cl)cc1)NCc1ccc(Cl)cc1 | -0.5 | 0.0 | -1.5 | -0.8 | 0.1 | 2.1 | i | -0.1 | -3.7
CCC(C)(CC(=O)N(C)CCC#N)c1ccccc1 (stereo not drawn) | 0.1 | -1.1 | -3.2 | 2.6 | 1.8 | 4.2 | i | -7.7 | -5.4
CSc1ncnc2c1ncn2CCCNCc1ccc2c(c1)OCO2 | -0.1 | -0.5 | -2.0 | -3.2 | 15.4 | 2.8 | i | -7.5 | -5.0
NC(=S)NN=C1c2ccccc2-c2ccccc21 | 1.5 | -0.3 | -0.5 | 2.7 | 25.3 | -2.7 | i | -2.2 | 0.2
COc1ccc(NC(=O)C2CCN(C(=O)C3CC(=O)N(c4ccc(C)cc4)C3)CC2)c(OC)c1 (stereo not drawn) | 0.5 | -0.7 | -1.3 | 1.9 | 14.9 | 1.3 | i | -10.0 | -3.1
Cc1ccccc1-c1ccccc1N | 1.2 | -0.4 | -2.3 | -1.1 | 17.9 | 4.8 | i | -5.5 | -3.9
COC(=O)C1CCCN1S(=O)(=O)c1ccc([N+](=O)[O-])cc1 (stereo not drawn) | -0.7 | -0.2 | -1.2 | -1.1 | 0.1 | 0.3 | i | -2.2 | -3.7
CCOC(=O)c1sc2nc(C)[nH]c(=O)c2c1C | 0.1 | -0.3 | -5.3 | -5.1 | -4.2 | -0.6 | i | 0.1 | -1.7
CCN(CC)c1ccc(NC(=O)CN2CCN(c3ccccn3)CC2)cc1 | -0.7 | -1.1 | -1.1 | 4.6 | -2.1 | -2.0 | i | 3.6 | -2.8
COc1ccc(C=O)cc1COc1ccc([N+](=O)[O-])c(C)c1 | 2.2 | -0.6 | -8.0 | 2.1 | 13.8 | 4.2 | i | -6.6 | 17.0
CC(CCc1ccc(O)cc1)NCCC(c1ccccc1)c1ccccc1 (stereo not drawn) | 0.1 | -0.7 | -8.9 | -2.5 | 7.1 | 1.9 | i | -0.9 | -0.3
Cc1ccc(/C=N/N=C2/NC(=O)C(CC(=O)Nc3ccc(Cl)cc3)S2)o1 (stereo not drawn) | 0.7 | -0.2 | -1.7 | 3.9 | 11.6 | -2.9 | i | -9.3 | 2.8
CCC(c1nc2ccccc2c(=O)n1-c1nc2ccccc2s1)N1C(=O)c2ccccc2C1=O (stereo not drawn) | -0.3 | -0.9 | -2.1 | 0.7 | 17.9 | -1.8 | i | 3.8 | 18.4
CC1(C(=O)NCC2CC2)CCN1C(=O)C/C=C/c1ccccc1 (stereo not drawn) | -0.3 | 0.0 | -4.2 | 5.8 | 4.3 | -2.3 | i | -4.2 | -8.8
CC1Cc2ccccc2N1Cc1nc2scc(-c3cccs3)c2c(=O)[nH]1 (stereo not drawn) | -0.5 | -0.1 | -2.6 | -5.1 | 2.2 | 0.5 | i | 5.3 | 5.4
CN(C)c1cc[n+](CC(=O)c2ccc(-c3ccccc3)cc2)cc1 | -0.7 | -0.9 | -9.1 | -1.2 | 4.5 | -2.5 | i | 0.8 | -5.5
O=c1c2cn[nH]c2[nH]c(=S)n1-c1ccccc1F | -0.7 | -0.6 | 1.1 | 2.8 | 19.7 | -1.7 | i | -9.0 | -8.0
CC(=O)N1c2ccccc2N(Cc2ccc([N+](=O)[O-])cc2)C(=O)C1(C)C | 2.1 | 0.1 | -9.0 | -2.2 | -3.2 | 3.4 | i | 3.4 | 1.7
COc1ccc(CCNc2ccc(S(=O)(=O)N3CCCC3)cc2[N+](=O)[O-])cc1 | 0.2 | -0.2 | -7.5 | -5.3 | -0.9 | 1.5 | i | 10.1 | 25.5
O=C(Nc1ccccn1)c1cc(-c2cccc(Cl)c2)nc2ccccc12 | 1.6 | -0.9 | -2.6 | -5.6 | -3.5 | -1.6 | i | -7.7 | 24.4
COc1ccc(Nc2nc(-c3cccc(OC)c3O)nc3ccccc23)cc1 | 1.4 | -0.1 | -3.0 | 0.9 | -20.7 | -4.1 | i | 0.2 | 29.2
O=C(c1cc(-c2ccc(O)cc2)on1)N1CCCc2ccccc21 | -0.7 | -0.7 | -0.9 | -0.7 | 2.0 | 3.8 | i | 7.6 | -1.6
O=C(NCCO)Nc1ccc2nsnc2c1 | 1.0 | -1.3 | -8.8 | -0.4 | 14.0 | 0.1 | . | 0.2 | -15.3
COc1ccc(-c2noc(CN(C)C(=O)c3ccc4c(c3)OCO4)n2)cc1 | 0.6 | -0.6 | -5.0 | 0.8 | 3.9 | 1.5 | i | 0.8 | 3.6
CC(c1ccco1)N(C(=O)c1ccc(Cl)c([N+](=O)[O-])c1)c1ccccn1 (stereo not drawn) | -1.1 | -0.7 | -1.7 | 2.0 | 3.5 | -2.5 | i | 3.2 | 15.2
O=C(COc1ccc2ccccc2c1)Nc1nc2ccccc2[nH]1 | 0.7 | 9.1* | 0.7 | 0.7 | -40.4 | -6.6 | i | 8.8 | -0.2
O=C(Nc1nc2ccc(S(=O)(=O)N3CCCC3)cc2s1)c1ccccn1 | 2.4 | 0.0 | -1.7 | 0.8 | -3.1 | 1.7 | i | -1.3 | 5.6
CCCOc1ccccc1N/C(=N\S(=O)(=O)c1ccc(C)cc1)Nc1nc(C)cc(C)n1 | -0.8 | -0.7 | -3.0 | -4.3 | -3.2 | -1.6 | i | 7.8 | 25.1
CC(C)Cc1nn2c(=O)cc(O)nc2s1 | -1.4 | 0.0 | -1.7 | -0.1 | 5.2 | 3.4 | i | 6.1 | -4.5
Cc1c(C(=O)O)sc(S(=O)(=O)N2CCN(C(=O)Cc3ccc(F)cc3)CC2)c1C(=O)O | 0.0 | -0.4 | -4.7 | -0.4 | 11.0 | 0.8 | i | 2.4 | -7.1
Cc1ccc(C(=O)NCc2occc2C(=O)O)o1 | -0.1 | 0.2 | -2.7 | -3.1 | 12.0 | 7.9 | i | -1.2 | -9.2
CCCCOc1ccc2c(c1)C(=O)c1cc(O)ccc1-2 | 0.5 | 0.0 | -4.0 | 1.1 | -9.0 | -10.1 | i | 8.5 | 18.8
Cc1cc(C)c(OCC(O)CN2CCN(C(=O)c3ccccc3)CC2)c(C)c1 (stereo not drawn) | -0.2 | -1.1 | -3.4 | 3.4 | 1.3 | -1.6 | i | -9.4 | -6.4
O=S(=O)(c1cccc(C(F)(F)F)c1)N1CCN(CC(O)COCc2ccccc2)CC1 (stereo not drawn) | 0.2 | -0.2 | -5.3 | 4.3 | -0.6 | -1.8 | i | -8.7 | 10.8
